RSV antiviral HEp-2: inhibition of RSV-induced cytopathic effect – HEp-2 cells, primary 10 µM value included (AID 2391); one-dose CPE inhibition, % at 10 µM; IC50 in µM for titrated hits; HEp-2 cells, RSV-induced CPE inhibition; higher % means a stronger effect; 310,000 compounds, 0.13% hits; in the data active means a potency from the dose series; further: strong numbers were not always called active
Myeloid diff 2: myeloid differentiation induction; ER-HoxA9 myeloid progenitors, lysozyme-GFP differentiation, flow cytometry; calls only at 10 µM; 360,000 compounds, 1% hits; AID 624256;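 active means normalized GFP-positive differentiation at or above the plate's own cutoff, the solvent-only control mean plus 3 SD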;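 further: cells exposed to compound for four days before flow analysis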
XIAP antagonists: small molecules displacing peptide from XIAP – biochemical, IAP family, fluorescence polarization (AID 1018); displacement, % at 20 µM; hits with a dose series show IC50 in µM; XIAP BIR domain, fluorescence polarization peptide displacement; higher % means a stronger effect; 200,000 compounds, 0.007% hits; in the data active means displacement above about 50%; further: a part of the inactive calls stands beside numbers as strong as those of hits
human PMI inhibition: inhibitors of human PMI, primary screen, biochemical, fluorescence intensity, coupled assay (AID 1209); purified PMI enzyme, coupled fluorescence intensity; higher % means a stronger effect; inhibition, % at 20 µM; hits with a dose series show IC50 in µM; 190,000 compounds, 0.42% hits;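 further: plate controls were DMSO vehicle for no effect and wells lacking substrate for full effect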
human PMI inhibitors: human PMI inhibitors, high substrate, primary screen, biochemical, fluorescence intensity, high mannose 6-phosphate (AID 1220); 190,000 compounds, 0.66% hits; recombinant PMI enzyme, coupled fluorescence intensity; higher % means a stronger effect; inhibition, % at 20 µM, or IC50 in µM where a hit was titrated
TNAP activators: stimulation of alkaline phosphatase TNAP activity – biochemical, luminescent, no phosphate acceptor, uHTS, primary screen (AID 1001); purified TNAP, luminescent activation assay, no phosphate acceptor; higher activation fold means a stronger effect; activation fold at 20 µM, or EC50 in µM where a hit was titrated; 200,000 compounds, 0.03% hits; in the data active means activation fold from about 3, or a potency from the dose series; inactive means the rest, 99 in 100 with activation fold below about 1.6; further: many of its hits are not listed in these tables
Salmonella PhoP GFP: inhibitors of PhoP regulon expression, primary screen, Salmonella Typhimurium, GFP reporter (AID 1863); S. Typhimurium PhoP-regulated promoter GFP reporter, 4 h; higher % means a stronger effect; one-dose inhibition, % at 50 µM; IC50 in µM for titrated hits; 300,000 compounds, 0.16% hits;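 active means inhibition over 29.93%, a cutoff 3 SD above the screen mean, later confirmed by dose response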;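 further: 0% = low Mg2+ inducing control and 100% = high Mg2+ repressing control; strong numbers were not always called active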
WT yeast gro inh: growth inhibition of WT yeast, mitochondrial fusion screen; mitochondrial fusion phenotypic screen, WT strain; inhibition, % at 10 µM; 190,000 compounds, 2.1% hits; in the data active means inhibition above about 58%; tested in S. cerevisiae
Siah-1 displacement: blockers of Siah-1 interaction with plectin peptide – biochemical, fluorescence polarization, rhodamine-plectin, uHTS, primary screen (AID 1817). displacement, % at 20 µM, or IC50 in µM where a hit was titrated. Siah-1 / rhodamine-plectin peptide fluorescence polarization; higher % means a stronger effect. 290,000 compounds, 0.02% hits;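 active means displacement of at least 50% at 20 µM, with a fluorescence ratio check between 0.3 and a set limit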;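 further: plate controls were Siah plus tracer with DMSO for no effect and tracer alone without Siah for full effect; strong numbers were not always called active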
WT yeast gro inh mutant strain: further read-out of WT yeast gro inh, marked with its call; inhibition, %; mitochondrial fusion phenotypic screen, mutant strain inhibition
Myeloid diff 2 GFP+ MAC1+ %: also measured in Myeloid diff 2; calls as there; GFP+ MAC1+ double positive, %; measured here: differentiation confirmed by MAC1 staining
Numbers without * were called inactive; i = inactive; · = not tested or not shown. Unless noted, no stated cut-off is given here; in the data, active means inhibition above about 50%; inactive means the rest.

Compound	TNAP activators	Salmonella PhoP GFP	Myeloid diff 2	human PMI inhibitors	Myeloid diff 2 GFP+ MAC1+ %	WT yeast gro inh	RSV antiviral HEp-2	WT yeast gro inh mutant strain	XIAP antagonists	Siah-1 displacement	human PMI inhibition
COc1cc(C2CC(=O)c3cnc(NC(=O)COc4ccccc4)nc3C2)cc(OC)c1OC (stereo unspecified)	1.1	-5%	i	19%	0.4	5	0.3%	1	-1.6%	2%	16%
Cc1cccc(CSc2nc3sc(C)c(C)c3c(=O)n2Cc2ccco2)c1	1	0%	i	2%	0.6	-3	13%	-3	0.8%	-1%	8%
CC(=O)c1cccc(NC(=O)C=C(C)C)c1	1.1	20%	i	0%	0.4	12	-0.6%	31	-4.2%	-3%	-1%
Cc1cc(C(=O)N2CCC(C(=O)O)CC2)c(C)o1	·	-2%	i	·	0.4	·	1.5%	·	·	4%	·
COc1cc2c(cc1OC)-c1cc(N3CCCc4ccccc43)nc(=O)n1CC2	1	-11%	i	-12%	6.8	-27	1.6%	-10	-2.7%	2%	-6%
COc1ccc(Cl)cc1C(=O)C1CCCN(Cc2cnc(N3CCOCC3)s2)C1 (stereo unspecified)	1.1	2%	i	6%	0.4	8	0.8%	7	-5.1%	-4%	10%
Cn1c(=O)c(C#N)c(-c2ccccc2)n2cnnc12	1.1	-5%	i	-5%	0.7	4	-0.2%	3	-6.8%	0%	-5%
CC(=O)c1ccc(NC(=S)Nc2cccc(S(=O)(=O)Nc3c(C)n(C)n(-c4ccccc4)c3=O)c2)cc1	0.9	-6%	i	4%	0.6	-3	2.1%	15	-8.1%	-3%	34%
Cc1ccccc1-c1nc(CS(=O)(=O)CC(=O)NC2CCCCC2C)c(C)o1 (stereo unspecified)	·	1%	i	·	0.0	·	22%	·	·	-2%	·
COc1ccc2cc(N=Cc3nc(-c4ccc(C)cc4)oc3O)cnc2c1	1	6%	i	-12%	0.9	-2	2.0%	-4	-4.4%	-1%	-16%
CCOc1ccc(N(CC(=O)NC2CCCCC2C)S(=O)(=O)c2c(C)noc2C)cc1 (stereo unspecified)	·	-2%	i	·	0.0	·	-0.9%	·	·	4%	·
Cc1ccccc1CSCC(=O)Nc1ccccc1Br	·	-2%	i	·	0.2	·	3.5%	·	·	5%	·

Single records, from the list above. Order of screens: TNAP activators, Salmonella PhoP GFP, Myeloid diff 2, human PMI inhibitors, Myeloid diff 2 GFP+ MAC1+ %, WT yeast gro inh, RSV antiviral HEp-2, WT yeast gro inh mutant strain, XIAP antagonists, Siah-1 displacement, human PMI inhibition
CC(=O)c1ccc(NC(=S)Nc2cccc(S(=O)(=O)Nc3c(C)n(C)n(-c4ccccc4)c3=O)c2)cc1 is listed with 0.9, -6%, i, 4%, 0.6, -3, 2.1%, 15, -8.1%, -3%, 34%
COc1ccc2cc(N=Cc3nc(-c4ccc(C)cc4)oc3O)cnc2c1 is listed with 1, 6%, i, -12%, 0.9, -2, 2.0%, -4, -4.4%, -1%, -16%
CC(=O)c1cccc(NC(=O)C=C(C)C)c1 is listed with 1.1, 20%, i, 0%, 0.4, 12, -0.6%, 31, -4.2%, -3%, -1%

(further entries)
Compound	TNAP activators	Salmonella PhoP GFP	Myeloid diff 2	human PMI inhibitors	Myeloid diff 2 GFP+ MAC1+ %	WT yeast gro inh	RSV antiviral HEp-2	WT yeast gro inh mutant strain	XIAP antagonists	Siah-1 displacement	human PMI inhibition
COc1ccc(/C=N/NC(=O)c2ccc(NC(=O)c3cccc([N+](=O)[O-])c3)cc2)c(OC)c1	1	4%	·	-10%	·	-10	0.8%	-15	-11%	-4%	-3%
O=[N+]([O-])c1cccc(Cl)c1NCCNc1ncc(C(F)(F)F)cc1Cl	1	-9%	i	10%	0.3	9	1.0%	0	-7.2%	-5%	15%
Cc1ccc(NC(=O)C(OC(=O)c2ccc(O)cc2)c2ccccc2)cc1Cl (stereo unspecified)	1.1	-7%	i	2%	0.3	89*	16%	83*	-9.3%	8%	1%
NC(=O)c1ccc(OCC2CCCO2)cc1 (stereo unspecified)	·	11%	i	·	0.7	·	0.9%	·	·	4%	·
CC(=O)c1ccc(S(=O)(=O)N2CCCCC2C(=O)O)cc1 (stereo unspecified)	1	-9%	i	9%	1.2	-18	0.0%	3	-5.1%	4%	1%
O=c1cc(-c2ccccc2)[nH]n1-c1nc2ccccc2[nH]1	2.1	-1%	i	-1%	0.7	2	4.5%	6	-0.9%	0%	0%
Cc1ccc(NC(=O)C(C)N2C(=O)c3ccccc3C2=O)cc1C (stereo unspecified)	·	-1%	i	·	0.5	·	4.2%	·	·	-4%	·
C(/CCc1ccccc1)=N\Nc1nc2ccccc2[nH]1	1.2	-1%	i	4%	0.7	-1	2.1%	15	-8.1%	-9%	-6%
O=C(/C=C/c1ccco1)N(Cc1ccccc1)C1CCS(=O)(=O)C1 (stereo unspecified)	·	-3%	i	·	0.2	·	-1.3%	·	·	0%	·
CCCCC(=O)Nc1ccc(NC(=O)CC)cc1OC	1	10%	i	2%	1.4	-5	1.2%	9	-8.2%	2%	-2%
Cc1cc(C)n(-c2ccnc3cc(Cl)ccc23)n1	·	2%	i	·	0.5	·	1.7%	·	·	2%	·
CC(C)NC1=C(Cl)C(=O)c2ccccc2C1=O	0.9	76µM*	i	-32%	3.1	10	3.9%	0	-5.0%	7%	-13%
O=C(CNC(=O)Cc1cccc2ccccc12)NCc1ccccc1F	·	5%	i	·	0.1	·	1.3%	·	·	-5%	·
CCCN=Cc1sc2ccc(OCC)cc2c1O	1	-8%	i	2%	4.2	6	1.8%	11	-6.4%	-6%	-1%
C#CCNC(=O)C1=C[C@@H](c2ccccc2)C[C@@H](OCc2ccc(CO)cc2)O1	1.1	-8%	i	28%	2.5	4	0.9%	2	0.5%	3%	7%
CCCS(=O)(=O)NCCc1cc2ccc(C)cc2[nH]c1=O	1.1	3%	i	5%	3.0	1	2.6%	-4	-2.9%	-4%	1%
O=C(CSc1nnc(-c2ccccc2Br)o1)N1CCOCC1	·	-5%	i	·	0.7	·	0.5%	·	·	-5%	·
c1ccc(CSc2ncnc3c2cnn3-c2ccccc2)cc1	1.2	1%	i	2%	0.5	5	12%	10	-1.0%	-2%	16%
CC(C)C(=O)Nc1ccc(S(=O)(=O)Nc2ccccn2)cc1	1.1	3%	i	1%	0.4	-20	-0.5%	-4	-2.8%	-4%	-4%
O=C(Nc1cccc(Cl)c1)N(Cc1nc2ccccc2c(=O)[nH]1)C1CCCC1	1.1	-11%	i	10%	0.7	3	9.6%	-18	-1.2%	-4%	5%
Cc1ccccc1NC(=O)c1cccc(S(=O)(=O)Nc2cccc(C(=O)O)c2)c1	·	-6%	i	·	0.4	·	0.5%	·	·	-1%	·
CC(NS(=O)(=O)c1ccc(Br)cc1)C(N)=O (stereo unspecified)	1.1	0%	i	-1%	8.2	66*	1.3%	19*	-8.1%	3%	5%
O=C(CSCC(=O)OCC(=O)c1ccc(Br)cc1)Nc1ccc(Br)cc1	1.2	17%	i	1%	1.1	9	2.1%	9	-0.4%	2%	7%
Cn1cccc1C(=O)N/N=C/c1c(Cl)cccc1Cl	·	7%	i	·	0.5	·	1.0%	·	·	0%	·
CC(=O)c1c(C)n(-c2ccccc2)c2ccc(OCC(N)=O)cc12	1	-5%	i	-2%	0.8	-19	0.8%	-7	-5.2%	2%	-1%
O=C(NCCN1CCN(c2ccccc2)CC1)C1(S(=O)(=O)c2ccc(Cl)cc2)CC1	1	-3%	i	18%	3.6	5	-0.3%	0	-5.0%	-8%	23%
COc1ccc(N(CC(=O)Nc2ccc(S(=O)(=O)N3CCCC3)cc2)S(C)(=O)=O)cc1OC	1.1	-3%	i	3%	1.0	-5	1.1%	-1	-4.6%	0%	-4%
COc1cc(S(=O)(=O)Nc2ccc(C)cc2)ccc1NC(=O)c1ccncc1	1.2	2%	i	-7%	1.1	5	0.2%	8	-6.9%	-5%	2%
CCOC(=O)N1CCN(C(=O)c2ccc(N3CC4CC(C3)c3cccc(=O)n3C4)c(NC(=O)c3ccc(F)cc3)c2)CC1 (stereo unspecified)	·	-2%	i	·	2.0	·	2.0%	·	·	12%	·
CCc1ccc(OC)c(-c2csc(N)n2)c1	1.1	4%	i	9%	0.7	58*	4.1%	57*	-5.8%	4%	2%
COc1ccc(NC(=O)CNS(=O)(=O)c2ccc3nc(C)sc3c2)c(OC)c1	1.1	3%	i	2%	1.4	-10	-0.6%	-56	-1.7%	1%	3%
O=C(c1ccco1)N1CCN(c2ncnc3c2[nH]c2ccc(Br)cc23)CC1	1.1	2%	·	11%	·	-1	·	0	-9.7%	-1%	12%
CC(=O)Nc1ccc(S(=O)(=O)N2CCN(C(=O)Cc3ccccc3)CC2)cc1	1.1	1%	i	8%	1.0	-13	0.3%	-3	-1.2%	6%	11%
Nc1[nH]c(=O)[nH]c(=O)c1N=Nc1cccc(Cl)c1	1.2	-12%	i	20%	0.2	-9	-1.1%	15	-16%	5%	8%
NNC(=O)C12CC3CC(C1)CC(n1ncnn1)(C3)C2	1	-10%	i	-1%	0.1	-4	1.1%	-9	-7.1%	5%	2%
CNC(=S)N1CCC(Cc2ccccc2)CC1	·	1%	i	·	1.0	·	-0.1%	·	·	2%	·
COc1ccc(/C=C/C(=O)c2c(C)cc(C)[nH]c2=O)c2ccccc12	·	-1%	i	·	0.3	·	17%	·	·	-1%	·
CCOC(=O)Cn1nnc(-c2cc(OC)c(OC)c(OC)c2)n1	1	10%	i	1%	0.3	-10	2.5%	-9	-6.5%	-2%	4%
COc1ccc(C(=O)Cn2c3ccccc3n3nc(CCC(=O)O)c(=O)nc23)cc1OC	1.1	3%	i	-7%	0.5	12	1.0%	5	-2.1%	3%	-8%
Cc1ccc(SCC2=NN(c3nc(C)cc(C)n3)C(=O)C2)cc1	1.1	2%	i	-3%	0.4	-10	3.6%	7	-8.9%	3%	-3%
CCOc1ccc(C(=O)Nc2ccccc2C#N)cc1[N+](=O)[O-]	1.1	4%	i	-4%	0.6	0	13%	-1	-4.1%	0%	-5%
CC1(C)N=C(c2ccc(Cl)cc2Cl)C(=O)N1	1.1	-2%	i	11%	1.9	16	0.9%	18	-2.7%	-3%	12%
CCc1ccc(Nc2oc(C)cc(=O)c2C(C)=O)cc1	1.1	-7%	i	2%	0.7	-18	0.2%	-10	-0.5%	1%	-1%
O=C(COc1ccccc1)NC1=NCCS1	1.1	14%	i	-7%	0.9	3	0.6%	16	-3.9%	-6%	-2%
Cn1c(SCC(=O)NNC(=O)c2ccc(Br)cc2)nnc1-c1cccnc1	1.4	-5%	i	-3%	0.3	2	-0.3%	11	-3.4%	6%	-2%
